DT40 TDP1 CPT – growth inhibition of DT40 Tdp1-/-;hTDP1 cells with camptothecin (screen for TDP1 inhibitors) | chicken DT40 Tdp1-/-;hTDP1 cells + 20 nM CPT, ATP luminescence, 48 h | AID 686979 | Potency, µM (doses to about 46.2 µM), without a hit: top-dose activity change, negative = growth inhibition, actives largely listed as inhibitors | 420,000 tested, 12% active; further: nearly all actives have a fitted effect of over 55% in size
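Cell growth measured by CellTiter-Glo luminescence after a minimum 48 h, 37 C compound exposure with 20 nM CPT in Tdp1-knockout DT40 cells stably expressing hTDP1, seeded 400/well; qHTS titration format.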
KAT2A inh – inhibitors of human GCN5L2 histone acetyltransferase; Q92830; GCN5L2 HAT assay, ThioGlo1 CoA-SH fluorescence; Potency, µM (doses to about 58.9 µM), for inactives: at the top dose activity change, negative = inhibition, usual class: inhibitors; 390,000 tested, 0.21% active
Target sequence (Q92830 whole entry, looked up): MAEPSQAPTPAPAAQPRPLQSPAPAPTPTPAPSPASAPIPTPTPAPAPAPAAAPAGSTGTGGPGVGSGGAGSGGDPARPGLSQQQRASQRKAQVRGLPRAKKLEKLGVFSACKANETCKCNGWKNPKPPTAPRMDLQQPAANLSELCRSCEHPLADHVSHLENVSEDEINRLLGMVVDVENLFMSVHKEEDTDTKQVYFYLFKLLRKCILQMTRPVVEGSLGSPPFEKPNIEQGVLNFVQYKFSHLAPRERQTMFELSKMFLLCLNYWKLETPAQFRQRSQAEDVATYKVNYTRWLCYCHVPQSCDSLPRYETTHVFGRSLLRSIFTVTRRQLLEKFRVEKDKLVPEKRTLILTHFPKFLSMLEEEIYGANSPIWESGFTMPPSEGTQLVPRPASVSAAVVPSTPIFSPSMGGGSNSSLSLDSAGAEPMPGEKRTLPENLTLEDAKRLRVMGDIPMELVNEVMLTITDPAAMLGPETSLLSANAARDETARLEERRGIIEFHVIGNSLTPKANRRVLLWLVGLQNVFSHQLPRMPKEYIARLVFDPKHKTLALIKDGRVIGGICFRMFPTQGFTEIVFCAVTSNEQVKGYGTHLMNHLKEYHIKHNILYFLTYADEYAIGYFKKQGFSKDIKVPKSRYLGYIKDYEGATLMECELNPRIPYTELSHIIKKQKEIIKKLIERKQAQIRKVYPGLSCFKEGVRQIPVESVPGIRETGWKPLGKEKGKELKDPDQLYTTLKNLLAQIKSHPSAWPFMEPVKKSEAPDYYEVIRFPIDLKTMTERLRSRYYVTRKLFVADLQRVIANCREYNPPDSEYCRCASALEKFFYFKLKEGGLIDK
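Titration-based screen in which CoA formation is detected via maleimide probe ThioGlo1 (50uM) turning fluorescent on thiol reaction; substrates H3(1-25) 75uM and acetyl-CoA 70uM, GCN5L2 20nM, 20 min incubation at room temperature.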
DT40 TDP1 no CPT – qHTS for Inhibitors of human tyrosyl-DNA phosphodiesterase 1 (TDP1): qHTS in cells in absence of CPT. AID 686978, 2013. 420,000 tested, 15% active. DT40 Tdp1-/- hTDP1 cells, no CPT, ATP luminescence, 48 h. Potency, µM (highest dose often 46.2 µM), for the others: at the top dose activity change, negative = growth inhibition, usual class: inhibitors; further: nearly all actives have a fitted effect of over 55% in size
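A cellular qHTS used chicken DT40 cells lacking endogenous Tdp1 but carrying stably transfected human TDP1. Compounds were applied without camptothecin, and cell growth kinetics were judged by ATP-dependent luminescence after ≥48 hr.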
* marks the source's active call; other numbers are inactive results; u = inconclusive; x = no result given; & = joins results of further samples; ! = repeats disagree. The call rests on the fitted dose curve; in most records, active means well fitted curve in the direction sought with a large enough effect; inconclusive means small, poorly fitted or top-dose-only effect, or another doubt; inactive means no such curve, though single readings can be large; an effect the other way counts as inactive or inconclusive. On the % scale 0 is the no-effect control and ±100 the full control effect; potency means the concentration at half of the fitted maximal effect.

cpd	Compound	DT40 TDP1 CPT	KAT2A inh	DT40 TDP1 no CPT
1	O=C(CN(C(=O)c1ccccc1Cl)C1CCCCC1)Nc1ccc(Cl)c([N+](=O)[O-])c1	u	-8.5%	u
2	O=C(Nc1cccc(C(F)(F)F)c1)C1Cc2c(-c3ccco3)ccnc2O1 (centres undefined)	16.4µM*	x	u
3	CCOC(=O)c1c(C)nsc1NC(=O)C1(C)CCN1C(=O)CC (centres undefined)	-18.4%	x	-21.6%
4	COc1cccc(-c2cc(C(=O)Nc3c(C)nn(Cc4ccccc4)c3C)no2)c1	u	-5.8%	18.4µM*
5	CC(C)C1NC(=S)N(Cc2ccccc2)C1=O (centres undefined)	2.7%	-11.4%	-6.5%
6	COc1ccc(CCNC(=O)c2cc(-c3ccco3)nc3ccccc23)cc1	u	x	u
7	COc1c(-c2ccc(O)cc2)oc2cc(O)cc(O)c2c1=O	u	-4.8%	u
8	Cc1noc(C)c1COc1ccc(C(=O)O)cc1	-9.7%	1.9%	-11.3%
9	COc1ccc(C(=O)NN=C2CCCC2)cc1	-4.4%	0.5%	-2.1%
10	COc1ccccc1OCCNC(=O)c1c(-c2ccccc2Cl)noc1C	u	-2.2%	u
11	COc1ccc(NC(=O)Cn2c(SCc3c(F)cccc3Cl)nc3ccncc32)cc1OC	-25.7%	-19.1%	-19.8%
12	COc1cccc(-c2cc(C(=O)N3CCN(S(=O)(=O)c4ccccc4)CC3)[nH]n2)c1	u	u	u
13	CCOC(=O)c1cc(-c2ccc(C)cc2)n(CC(=O)NCc2ccco2)c1C	-16.1%	3.0%	-7.6%
14	O=C(Nc1nnc(SCc2ccc(F)cc2)s1)C1=COCCO1	-14.4%	0.6%	-15.2%
15	COC(=O)[C@@H]1C[C@H]1[C@@H](NS(=O)(=O)c1ccccc1)c1ccccc1	6.0%	-1.7%	-4.6%
16	COc1ccc(/C(C#N)=C/c2ccccn2)cc1	-27.7%	2.1%	u
17	c1cncc(C2Nc3ccccc3-c3nc4ccccc4n32)c1 (centres undefined)	-13.9%	-5.6%	-20.5%
18	CCCC(=O)Nc1nc2c(ncn2[C@@H]2O[C@H]3COP(=O)(O)O[C@@H]3[C@@H]2OC(=O)CCC)c(=O)[nH]1	4.5%	0.0%&5.6%	-12.5%
19	Fc1ccc2c(c1)-c1nc(-c3ccccc3)cc(-c3ccccc3)c1CO2	u	-8.9%	-26.9%
20	COc1ccc(NC(=O)C2CCCN(S(=O)(=O)c3cccc4nonc34)C2)cc1 (centres undefined)	u	1.5%	-18.5%
21	CCCCN1C(=O)/C(=C/C=C2/C=Cc3ccccc3N2CC)SC1=S	u	-0.6%	8.2µM*
22	COc1ccc(N2CCN(C(=O)Cn3c(=O)[nH]c4ccsc4c3=O)CC2)cc1	-23.7%	-5.9%	-15.6%
23	CCOC(=O)COn1c(=O)c(C)[n+]([O-])c2ccccc21	1.8%	0.4%	0.1%
24	COC(=O)c1ccc(COC(=O)CCc2nc(-c3ccccc3)c(-c3ccccc3)o2)cc1	-3.5%	-8.8%	-20.9%
25	Oc1ccc(C(=S)N2CCCC2)cc1	u	u	-16.4%

Rewritten with each value named: 2 of the compounds above.
(7) COc1c(-c2ccc(O)cc2)oc2cc(O)cc(O)c2c1=O
  DT40 TDP1 CPT = u; KAT2A inh = -4.8%; DT40 TDP1 no CPT = u

(16) COc1ccc(/C(C#N)=C/c2ccccn2)cc1
  DT40 TDP1 CPT = -27.7%; KAT2A inh = 2.1%; DT40 TDP1 no CPT = u

Going on with the list:
cpd	Compound	DT40 TDP1 CPT	KAT2A inh	DT40 TDP1 no CPT
26	COc1cc(/C=N/NC(=O)C(C)Nc2n[nH]c(=O)[nH]c2=O)cc(OC)c1O (centres undefined)	19.0%	-5.9%	-3.9%
27	CCOc1ccc2[nH]c(=O)c(CN(CCCN3CCOCC3)C(=O)Nc3ccc(F)cc3)cc2c1	-2.2%	x	10.5%
28	COc1ccccc1CNC(=O)CN1C(=O)CCc2cc(S(=O)(=O)N3CCCCC3)ccc21	u	-0.2%	u
29	CC(C)Oc1ccc(CNC(=O)C2CCCCN2S(=O)(=O)c2ccc(F)cc2)cc1 (centres undefined)	-36.8%	-0.8%	-28.5%
30	CC(Sc1n[nH]c(N)n1)C(=O)Nc1cccc(S(=O)(=O)N2CCOCC2)c1 (centres undefined)	8.4%	1.1%	1.8%
31	C=CCOc1ccc(C2/C(=C(/O)c3ccc(OC)cc3)C(=O)C(=O)N2CCN2CCNCC2)cc1 (centres undefined)	21.2%	3.6%	0.0%
32	O=C(C(c1ccccc1)C(O)(c1ccccc1)c1ccccc1)N1CCOCC1 (centres undefined)	-7.8%	x	-22.5%
33	CC1CC(C)CN(C(=O)c2cc3ccccc3o2)C1 (centres undefined)	5.3%	0.7%	u
34	COc1ccccc1NC(=S)N(Cc1ccco1)Cc1cc2cc(C)c(C)cc2[nH]c1=O	4.11µM*	-5.9%	5.17µM*
35	CCCCC(C(=O)NC1CCCC1)N(C(=O)c1snc(C(N)=O)c1N)c1ccc(OCC)cc1 (centres undefined)	u	-4.4%	u
36	c1ccc(-c2nccc(-c3ccc(-n4cnc5ccccc54)cc3)n2)nc1	u	-1.8%	u
37	O=[N+]([O-])c1cccc(S(=O)(=O)Nc2ccc(-c3ccc(N4CCCC4)nn3)cc2)c1	10.4%	-8.4%	-9.2%
38	Cc1cc(C)c(NC(=O)Cn2c(=O)n(-c3ccc(F)cc3)c(=O)c3c(C)c(C(=O)N(C)C)sc32)c(C)c1	-23.1%	-3.3%	2.1%
39	CCOc1ccc(NC(=O)C2CCN(S(=O)(=O)c3c(C)noc3C)CC2)cc1	u	-5.4%	-13.8%
40	CN(C)c1ccc(-c2n(C)c3ccccc3[n+]2C)cc1	1.64µM*	-8.7%	0.82µM*
41	COc1cc(=O)[nH]c(SC(C)C(=O)Nc2cc(C)on2)n1 (centres undefined)	-7.3%	-5.7%	-18.3%
42	O=C(COC(=O)c1ccco1)NC1CCCc2ccccc21 (centres undefined)	-0.4%	-1.0%	5.4%
43	Cn1c(=O)c2c(O)c(Cc3ccccc3)c(=O)n(C)c2n(C)c1=O	-4.6%	-1.4%	-18.0%
44	CCOC(=O)N1CCN(C(=O)c2ccc(N(Cc3ccc(Cl)cc3)S(C)(=O)=O)cc2)CC1	u	-5.0%	u
45	S=C1NCCNC(=S)NCCOCCOCCN1	5.0%	-7.6%	7.9%
46	Cc1cccc(-c2nnc(C3CCN(S(=O)(=O)c4cccc(Cl)c4)CC3)o2)c1	3.66µM*	-8.5%	2.91µM*
47	COc1ccc(S(=O)(=O)Nc2ccc(Cc3ccncc3)cc2)cc1C	13µM*	-5.4%	u
48	CCc1nc2ccc(C(=O)N(C)C(C)C)cn2c1N(CCC(C)C)CCN(C)C	-27.3%	x	-26.7%
49	Nc1cc(=O)[nH]c(N2CCN(c3ccccc3)CC2)n1	u	-2.0%	u
50	O=c1c2ccccc2n(Cc2cccc(F)c2)c(=O)n1Cc1ccccc1Cl	u	-10.4%	u

Later entries.
cpd	Compound	DT40 TDP1 CPT	KAT2A inh	DT40 TDP1 no CPT
51	Cc1cccc2sc(NC(=O)CN(C)S(=O)(=O)c3cccs3)nc12	u	-16.7%	u
52	Cc1ccccc1C(=O)N/N=C1/SCC(=O)N1Cc1ccccc1	1.9%	-6.2%	-22.9%
53	Cc1ccc(S(=O)(=O)N2CCCCC2)cc1C(=O)c1nccn1C	-1.4%	-2.0%	-3.9%
54	O=[N+]([O-])c1ccc(N/N=C\c2cccnc2)nc1	-0.3%	-11.0%	-15.3%
55	c1cc(-c2nnc3n2CCC3)[nH]n1	-0.2%	-9.6%	-1.5%
56	Cc1ccc(NC(=O)Nc2nnc(N(C)Cc3ccccc3)s2)c(C)c1	-22.7%	-11.4%	u
57	Cc1ccccc1-c1noc(-c2ccc(N3CCCCC3)c([N+](=O)[O-])c2)n1	u	-0.7%	11.6µM*
58	COc1ccccc1NC(=O)C/C(C)=N/NC(=O)C12CC3CC(CC(C3)C1)C2	u	-8.3%	-2.2%
59	O=C(NCc1ccccc1Cl)c1nnc(CS(=O)(=O)c2ccccc2)o1	2.0%	-5.4%	-23.0%
60	CSCC[C@H](NC(=O)[C@@H]1Cc2c([nH]c3ccccc23)C2c3ccccc3C(=O)N21)C(=O)NCC1CCCO1 (some centres undefined)	u	4.0%	u
61	CCCCC[n+]1cccc2c3ccccc3ccc21	0.517µM*	-0.7%	0.0073µM*
62	COc1ccc(OC)c(CCNc2ncnc3onc(C)c23)c1	7.31µM*	-14.0%	5.17µM*
63	CN1C(=O)N(C)C(c2cccc([N+](=O)[O-])c2)C2=C1CCCC2=O (centres undefined)	-0.1%	-4.5%	-16.4%
64	Cc1ccc(CSc2nncn3c2cc2sccc23)cc1	-10.2%	2.7%	-14.6%
65	CC1=C(C)CC(C(=O)NNC(=O)c2csc(C)c2C)C(C(=O)O)C1 (centres undefined)	7.6%	0.3%	-4.7%
66	Cc1nc2c(ccc3nc(NC(=O)c4ccc5c(c4)OCCO5)sc32)s1	15.8µM*	-2.8%	18.4µM*
67	Cc1cc[n+](-c2[nH]c(=O)sc2/C=N/NC([S-])=Nc2ccccc2)cc1C	-9.1%	-14.4%	2.1%
68	Cc1ccccc1/C=N/n1c(-c2cc(-c3ccccc3)n[nH]2)n[nH]c1=S	u	-5.5%	16.4µM*
69	COc1ccc(CC(=O)Nc2ccc(/C(C)=N\NC(=O)c3ccc(Br)o3)cc2)cc1	1.2%	u	-12.6%
70	Brc1ccc(-c2nc(-c3cccnc3)no2)o1	-10.2%	-7.4%	-24.6%
71	CC12CCC(=O)N1C(C(=O)Nc1cc(Cl)ccc1N1CCOCC1)CS2 (centres undefined)	u	-3.2%	u
72	CCNc1nc(NCC)n2c(SC(C(=O)Nc3cc(Cl)cc(Cl)c3)c3ccccc3)nnc2n1 (centres undefined)	23.1µM*	-4.2%	16.4µM*
73	O=C1CC(Sc2ncccc2C(=O)O)C(=O)N1 (centres undefined)	0.3%	-1.3%	0.6%
74	Cc1cc(NC(=O)CC(C)C)cc(-c2nc3ncccc3o2)c1O	-22.1%	-6.6%	-1.1%
75	CC1=C(c2ccc(C(C)C)cc2)S(=O)(=O)N=C1N1CCN(c2ccccc2F)CC1	u	-4.5%	18.4µM*

The list goes on.
cpd	Compound	DT40 TDP1 CPT	KAT2A inh	DT40 TDP1 no CPT
76	COc1cc(CNC(C)C23CC4CC(CC(C4)C2)C3)cc(OC)c1OC (centres undefined)	u	-0.4%	u
77	CCOC(=O)c1ccc(N(C(=O)c2cnccn2)C(C(=O)NC2CCCCC2)c2cn(C)nc2C)cc1 (centres undefined)	-1.0%	-3.6%	16.1%
78	COc1ccc(C(=O)Nc2nnc(S(=O)(=O)N3CCCCCC3)s2)cc1OC	8.2%&-15.2%	0.1%&-13.4%	-8.0%&0.8%
79	COc1ccccc1-n1c(C)cc(C=O)c1C	-20.0%	-6.5%	-27.8%
80	COc1ccc(S(=O)(=O)N(CC(=O)NC(C)C)Cc2ccccc2)cc1	-19.4%	-0.2%	0.3%
81	CCn1c(=O)n(CC)c2cc(N3CCCC3)c(NC(=O)c3cc(Br)ccc3OC)cc21	u	-24.5%	u
82	c1ccc(-c2noc(-c3ccncc3)n2)nc1	u	0.3%	u
83	COc1ccc(N=[N+]([O-])c2ccc(OC)cc2)cc1	-2.6%	x	u
84	COc1ccc(NC(C)C(=O)N/N=C/c2ccccc2OCc2cccc(Br)c2)cc1 (centres undefined)	u	-8.8%	u
85	O=C(CCc1nc2ccccc2[nH]1)Nc1ccccc1F	-3.7%	-12.1%	7.6%
86	CCOc1ccc(CCNC(=O)COC(=O)COc2ccc(Cl)cc2)cc1OCC	-7.2%	-3.9%	-39.6%
87	Cc1cc(C(=O)N(C)C2CCCCC2)no1	-0.6%	0.5%	13.9%
88	CC(C)Oc1cccc(C(=O)C2CCCN(Cc3cnn(C(C)C)c3)C2)c1 (centres undefined)	u	-0.1%	u
89	COc1ccccc1C(C)NC(=O)c1cc(S(=O)(=O)N2CCCCC2)ccc1C (centres undefined)	u	-6.0%	u
90	COc1ccc(/C(C)=N/NC(=O)OC(C)(C)C)cc1[N+](=O)[O-]	8.8%	-2.8%	0.0%
91	COc1ccc(Cl)cc1Cn1c(C)c(C(=O)N(C)Cc2ccc(F)cc2)sc1=O	-17.4%	x	-7.7%
92	Cc1nc(-c2ccc(Cl)cc2)sc1C1(C)CC(c2ccccc2F)=NO1 (centres undefined)	-7.7%	0.5%	-11.9%
93	Cc1nc(-c2ccncc2)nc(NCCNc2ncccc2C(F)(F)F)c1Cl	11.6µM*	-1.7%	7.31µM*
94	c1cc2cc(-c3c(-c4ccc5c(c4)OCO5)noc3-c3ccsc3)ccc2[nH]1	u	-5.0%	3.16µM*!

Not all compounds are listed (hit frequency here may not be typical).
